Bioassay records from PubChem.
12-hLO inh: blocks human 12-lipoxygenase activity | P18054 | 0.12% of 150,000 active | Potency, µM (doses to about 57.1 µM), for inactives: at the highest dose activity change, negative = inhibition, most hits filed as inhibitors | purified 12-hLO, xylenol orange hydroperoxide absorbance; further: potency means the concentration at half of the fitted maximal effect; nearly all actives have a fitted effect of over 55% in size; many of its hits are not listed in these tables
Target sequence (P18054 whole entry, looked up): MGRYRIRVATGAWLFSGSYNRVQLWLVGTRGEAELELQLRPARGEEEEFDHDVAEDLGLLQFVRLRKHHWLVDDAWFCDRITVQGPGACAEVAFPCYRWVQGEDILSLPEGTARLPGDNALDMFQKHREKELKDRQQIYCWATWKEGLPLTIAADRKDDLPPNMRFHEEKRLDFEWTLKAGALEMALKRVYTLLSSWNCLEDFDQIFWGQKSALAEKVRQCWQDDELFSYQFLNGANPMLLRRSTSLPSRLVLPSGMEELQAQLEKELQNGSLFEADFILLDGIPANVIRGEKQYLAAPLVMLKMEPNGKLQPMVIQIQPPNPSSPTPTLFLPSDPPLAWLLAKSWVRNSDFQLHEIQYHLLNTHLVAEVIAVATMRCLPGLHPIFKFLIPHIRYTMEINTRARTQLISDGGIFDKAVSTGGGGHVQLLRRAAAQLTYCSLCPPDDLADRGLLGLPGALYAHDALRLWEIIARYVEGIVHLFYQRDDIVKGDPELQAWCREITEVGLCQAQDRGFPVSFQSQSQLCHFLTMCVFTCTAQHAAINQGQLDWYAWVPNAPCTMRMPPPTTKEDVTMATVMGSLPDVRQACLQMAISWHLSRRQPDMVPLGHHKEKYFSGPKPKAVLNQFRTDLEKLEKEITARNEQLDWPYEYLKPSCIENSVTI
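Hydroperoxide formation by human 12-lipoxygenase from 40 uM arachidonic acid was followed colorimetrically via ferric-xylenol orange complex, using the 573/405 nm absorbance ratio. Enzyme concentration was 150 nM, with 30 min reaction at room temperature.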
PNC assembly inh: blocks assembly of the perinucleolar compartment. PC3M PTB-GFP, PNC prevalence imaging, 16 h; active compounds read low. 3.1% of 140,000 active. activity change (PNC), negative = inhibition, % at 10 µM;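 active means readout at or below -70, meaning at least 70% loss of cells showing the perinucleolar compartment, a nuclear body marking cancer cells; inconclusive means readout between -30 and a set limit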;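 further: plate controls were DMSO wells for no effect and camptothecin positive control wells for full effect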
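PC3M cells stably expressing PTB-GFP, 750–1000 cells/well, treated 16 h at 37 °C with compound (23 nl of library stock), in duplicate. After paraformaldehyde fixation and Hoechst stain, imaged at 20x; PNC prevalence scored by image analysis.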
IMPase inh: IMPase inhibition in cells; inhibition (IP1 accumulation), % at 46.1 µM; AID 901; 120,000 tested, under 10 active; CHO-M1 cells, IP1 accumulation, HTRF TR-FRET ratio; P97697; active means well fitted curve in the direction sought with a large enough effect in the signal ratio, not every such curve was filed as active; inconclusive means small, poorly fitted or top-dose-only effect, or a change in a side signal; inactive means no such curve, though single readings can be large or run the other way; the % refers to the signal ratio;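 further: cells stimulated with carbachol in lithium chloride buffer; plate controls were DMSO basal wells for no effect and reference inhibitor wells for full effect; higher means more IMPase inhibition seen as more IP1 and lower FRET ratio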
Target sequence (P97697 whole entry, looked up): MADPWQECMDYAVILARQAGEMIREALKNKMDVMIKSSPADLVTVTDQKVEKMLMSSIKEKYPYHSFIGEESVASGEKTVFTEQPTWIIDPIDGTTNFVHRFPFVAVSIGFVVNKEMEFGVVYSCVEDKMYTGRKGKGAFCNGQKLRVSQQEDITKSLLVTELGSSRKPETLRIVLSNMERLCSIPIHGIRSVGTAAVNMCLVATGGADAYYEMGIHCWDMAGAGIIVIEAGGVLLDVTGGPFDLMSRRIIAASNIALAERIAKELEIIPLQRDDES
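The IP-One HTRF competitive assay in carbachol-stimulated CHO-M1 cells quantifies cellular IP1. Compounds spanned up to 46 uM final, and activity is expressed as AC50 from concentration-response fits of the ratio and donor data.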
15-hLO-2 inh: inhibitors of human 15-lipoxygenase 2 (ALOX15B); O15296; purified 15hLO-2, xylenol orange hydroperoxide absorbance; Potency, µM (titrated, usually from 57.1 µM), inactives show top-dose activity change, negative = inhibition, most hits filed as inhibitors; 0.56% of 110,000 active; AID 881; further: potency means the concentration at half of the fitted maximal effect; nearly all actives have a fitted effect of over 60% in size; many of its hits are not listed in these tables
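Purified human 15hLO-2 (50 nM) preincubated 15 min with compound, then 45 uM arachidonic acid for 90 min at RT in 25 mM Hepes pH 7.5, 0.01% Triton X-100. Hydroperoxide detected by Fe-xylenol orange; 573/405 nm absorbance ratio.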
Numbers without * were called inactive; ? = inconclusive; . = not tested or not shown; [ ] = dose if it differs, or a comment. Unless noted, the call rests on the fitted dose curve; in most records, active means well fitted curve in the direction sought with a large enough effect; inconclusive means small, poorly fitted or top-dose-only effect, or another doubt; inactive means no such curve, though single readings can be large; an effect the other way counts as inactive or inconclusive. Unless noted, on the % scale 0 is the no-effect control and ±100 the full control effect. Compounds were not picked by outcome (roughly 3.1% active in at least one column).

SMILES	12-hLO inh	PNC assembly inh	IMPase inh	15-hLO-2 inh
CNC(=O)COc1ccccc1C(=O)Nc1ccc2c(c1)oc1ccccc12	-0.1%	-4.9	0.5	-4.5%
COCCn1nnnc1CN1CCN2CCCC2C1 (stereo not drawn)	-9.9%	5.3	6.3	-3.4%
COc1cc(C2CC(=O)C=C(O)C2)cc(OC)c1OC (stereo not drawn)	-5.5%	?	-8.1	-5.7%
COC(=O)c1c(C(=O)OC)c2n(c1C)CCC2	5.7%	15.9	0.6	2.2%
CCN1CCCC1CNc1ncnc2c1[nH]c1ccc(Cl)cc12 (stereo not drawn)	7.4%	?	13.7	35.8%[activator]
CC1(C)OC(=O)N(Cc2ccco2)C1(C)O (stereo not drawn)	-2.5%	-5.7	1.1	6.5%
CC(=O)NC(NC(C)=O)c1cccc(OCc2ccccc2)c1	-0.5%	-25.5	.	.
O=C(COc1ccccc1)N(Cc1cc2ccccc2[nH]c1=O)CC1CCCO1 (stereo not drawn)	-6.6%	-27.7	3.1	10.8%
O=C(OCC#CCSc1nc2ccccc2o1)c1cc2ccccc2o1	6.2%	73.5	8.8	.
O=C(O)c1ccc(COCC(F)(F)F)cc1	-0.9%	25.0	-6.7	-3.7%
O=C(CCNC(=O)Cn1cnc2ccccc2c1=O)NCCC1=CCCCC1	-0.3%	-19.3	2.1	-1.6%
CCC(C)[C@H](NC(=O)OC(C)(C)C)C(=O)N/N=C/c1ccc2nccnc2c1 (stereo partly drawn)	-0.2%	-19.6	7.2	-3.1%
CCN1CCN(C(=S)NCC(C)C)CC1	2.0%	0.0	.	.
Cc1cc(Cl)ccc1Oc1nc(-c2ccc(F)cc2)ccc1C#N	0.8%	3.8	0.6	8.3%
CCCCOc1ccc2ccccc2c1C=O	-15.4%	-12.2	-4.0	?
N#C/C(=C\c1ccccc1[N+](=O)[O-])c1nc(C2CC2)cs1	-5.0%	42.8	.	.
CCCn1c(-c2ccc(F)cc2)nc2c(NC3CC4CCC(C3)N4C)nc(C)nc21 (stereo not drawn)	-0.5%	.	.	5.4%
O=C(CN1C(=O)c2ccccc2C1=O)NCC(=O)OCC(=O)c1ccc(Br)cc1	-2.6%	4.0	-0.4	-22.7%
CCc1cc2c(N[C@@H](C)C(=O)O)ncnc2s1	-5.5%	?	?	11.5%
CCCn1nc2cc(C(=O)NCc3ccc(C)cc3)ccc2c1OC	-0.6%	42.8	-1.1	-15.4%
O=C(NNS(=O)(=O)c1ccc2ccccc2c1)c1cccnc1	1.8%	?	.	.
CC1=C(C(N)=O)C(c2ccccc2F)NC(=O)N1 (stereo not drawn)	3.4%	?	8.2	4.0%
C#CCOC(=O)c1csc2nnsc12	-5.0%	24.6	4.4	.
O=S(=O)(Nc1nc2ccccc2nc1Cl)c1ccc(Cl)cc1	-3.5%	?	.	.
O=C(COC(=O)C12CC3CC(CC(O)(C3)C1)C2)Nc1ccccc1OC(F)F	0.6%	42.4	0.7	0.7%
Cc1ccc(OCCSc2nc(NC(C)C)nc(NC(C)C)n2)cc1	-7.6%	?	.	.
COc1ccccc1C1/C(=C(/O)c2ccc(OC(C)C)cc2)C(=O)C(=O)N1c1cc(C)on1 (stereo not drawn)	4.6%	?	-12.0	11.4%
CCOC(=O)c1nc(-c2ccc3c(c2)OCO3)[nH]c1C	4.6%	13.2	-3.0	.
Cc1ccc(CNC(=O)C(Cc2ccccc2)NS(=O)(=O)c2cccs2)cc1 (stereo not drawn)	5.7%	-1.2	5.1	2.9%
O=C1CCCc2nc(N3CCc4ccccc43)ncc21	-5.9%	-20.4	-7.7	-3.5%
CCCC(=O)N1CCN(Cc2ccc3c(c2)OCO3)CC1	0.0%	12.6	.	.
O=C(NC1CCCCC1)C(c1ccco1)N(C(=O)C(F)(F)F)C1CC1 (stereo not drawn)	1.7%	-21.0	7.5	.
O=c1c[n+](CCCC[n+]2cc(=O)o[nH]2)[nH]o1	-3.8%[11.4 µM]	.	.	-2.5%[11.4 µM]
COc1ccc(N(CC(=O)Nc2ccc(OC)c(Cl)c2)S(=O)(=O)c2c(C)noc2C)cc1	-9.6%	-10.2	11.7	-8.0%
Cc1ccc2nc(SCC(=O)N(CC(C)C)c3c(N)n(CC(C)C)c(=O)[nH]c3=O)[nH]c2c1	-1.7%	?	-7.8	-5.8%
[2H]c1c([2H])c([2H])c(-c2nc(N3CCCCCC3)sc2C(=O)c2ccccc2)c([2H])c1[2H]	3.4%	80.2	-6.1	5.7%
CC(=O)Nc1ccc(C(=O)NC(CC(=O)O)c2ccc(Cl)cc2)cc1 (stereo not drawn)	4.1%	-3.6	9.3	3.4%
COc1ccccc1CN(Cc1cc2cc3c(cc2[nH]c1=O)OCCO3)Cc1nnnn1Cc1ccco1	1.4%	23.3	4.8	-18.3%
O=C(CN1C(=O)C2C3c4ccccc4C(c4ccccc43)C2C1=O)Nc1ccccc1C(=O)O (stereo not drawn)	2.0%	-25.1	.	.
CCOC(=O)c1cc(=O)n2[nH]c(-c3ccc(C)cc3)cc2n1	-0.5%	34.9	0.7	-4.1%
Cc1ccc(NC(=O)CCn2nc(C)cc2C)c(C)c1	7.9%	22.2	8.6	4.5%
CSc1nc(N)nc(SCC(=O)c2ccccc2)c1C#N	-9.5%	29.9	5.8	-9.3%
Cc1ccc2c(c1)nnn2C1CCN(S(=O)(=O)c2ccc(C(=O)NC3CCCC3)cc2)CC1	-6.8%	?	-7.1	2.7%
CCOc1cccc2c1OC(c1cc(OC)c(OC)c(OC)c1)N1N=C(c3ccc(C)o3)CC21 (stereo not drawn)	-10.8%	20.8	8.6	.
Cc1ccc(C)c2c3c([nH]c12)-c1nonc1CC3	-10.4%	10.8	-1.3	0.9%
Cc1csc(NC(=O)c2cccs2)n1	6.7%	25.9	1.8	-2.4%
O=C(Nc1nc2nc(-c3ccccc3)cc(=O)n2[nH]1)c1ccccc1	-7.9%	?	7.2	-12.0%
COCCCNC(=O)Cn1ncc2ccsc2c1=O	5.3%	17.8	0.8	6.4%

By substructure, the compounds so far with an aryl thioether with sulfur outside any ring (4)
SMILES	12-hLO inh	PNC assembly inh	IMPase inh	15-hLO-2 inh
O=C(OCC#CCSc1nc2ccccc2o1)c1cc2ccccc2o1	6.2%	73.5	8.8	.
Cc1ccc(OCCSc2nc(NC(C)C)nc(NC(C)C)n2)cc1	-7.6%	?	.	.
Cc1ccc2nc(SCC(=O)N(CC(C)C)c3c(N)n(CC(C)C)c(=O)[nH]c3=O)[nH]c2c1	-1.7%	?	-7.8	-5.8%
CSc1nc(N)nc(SCC(=O)c2ccccc2)c1C#N	-9.5%	29.9	5.8	-9.3%

Further records follow.
SMILES	12-hLO inh	PNC assembly inh	IMPase inh	15-hLO-2 inh
O=[N+]([O-])c1ccc(N/N=C/c2c[nH]c3ccccc23)c(S(=O)(=O)Nc2ccc(Cl)cc2)c1	-5.6%	-12.0	2.4	-26.4%
CCOC(=O)Cn1nnc2c(sc3nc4c(c(-c5ccc(Cl)cc5)c32)CCC4)c1=O	2.3%	50.2	5.9	-13.5%
CCC(Sc1nc2c(cnn2-c2ccc(Cl)cc2)c(=O)[nH]1)C(=O)OC (stereo not drawn)	-7.0%	?	4.2	.
O=C(COC(=O)c1cnccn1)c1ccc(OC(=O)c2ccccc2)cc1	6.3%	-126.2*	-1.2	-9.0%
Cc1cccc(NC(=O)c2ccc(N3CCCCC3)c([N+](=O)[O-])c2)n1	-2.9%	25.9	-11.6	39.7%[activator]
COc1ccc2cc(C(c3nnnn3CC3CCCO3)N3CCOCC3)c(=O)[nH]c2c1 (stereo not drawn)	-2.2%	12.0	-0.6	-6.3%
O=C(Cc1n[nH]c(=O)[nH]c1=O)N/N=C/c1ccccc1	-2.5%	?	-0.4	-6.4%
CC=C(/C(=C/C)c1ccc(O)cc1)c1ccc(O)cc1	-24.3%[25.6 µM]	.	1.9[20.6 µM]	?
Cc1ccc(S(=O)(=O)CC2CSc3nc4ccccc4n32)cc1 (stereo not drawn)	-1.3%	11.7	2.2[1.84 µM]	8.8%[11.4 µM]
Cc1ccc(C)c(NC(=O)CCN2CCOCC2)c1	4.5%	-5.9	-1.4	-0.6%
C=CCc1cccc2cc(C(=O)N3CCN(C(=O)c4ccco4)CC3)c(=O)oc12	-4.5%	?	5.4	-4.1%
CC1(C)CC(=O)/C(=C(\O)Cc2ccccc2)C(=NCCCCCC(=O)O)C1	-1.7%	?	18.3	.
CCOc1cc(S(=O)(=O)NCCc2cccc(C)c2)c(OCC)cc1-n1cnnn1	-2.8%	37.0	-4.8[1.84 µM]	-13.6%[11.4 µM]
Cc1cc(C)cc(NC(=O)Nc2ccc3c(c2)N(C)C(=O)CS3)c1	-6.5%	18.0	14.2	-3.5%
O=C(NCCN1CCOCC1)c1ccc(=O)oc1	-12.0%	-126.9*	-8.2	-2.1%
Cc1csc(NC(=O)CCc2c(C)nc3cc(-c4ccc(Cl)cc4)nn3c2C)n1	-2.3%	32.9	.	.
CC(C)CN1CC2(CCN(C(=O)c3csnn3)CC2)C1	-1.1%	.	.	11.5%
CN(C)c1ccc(Nc2nc(N)c([N+](=O)[O-])c(N3CCOCC3)n2)cc1	-0.4%	?	.	.
O=C(OC1Cc2c(O)cc(O)cc2OC1c1cc(O)c(O)c(O)c1)c1cc(O)c(O)c(O)c1 (stereo not drawn)	-13.6%	.	.	-28.9%
O=C(NCCN1CCOCC1)c1cnn2c(-c3ccccc3)cc(-c3ccccc3)nc12	-0.6%	-5.2	3.8	19.7%
O=C(CCNS(=O)(=O)c1ccccc1F)NCc1ccc2c(c1)OCO2	-5.1%	19.2	-0.3	-9.0%
CCOc1ccc(Nc2oc(-c3cccs3)nc2C#N)cc1	-15.5%	43.7	-19.0	?
CCC(=O)c1ccc(OCC(O)CN2CCN(S(=O)(=O)N3CCCCC3)CC2)cc1 (stereo not drawn)	-0.9%	29.9	-5.7	7.8%[2.29 µM]
COc1ccc(-c2nc(NC(=O)CSc3nnc4ccccn34)ns2)cc1	-9.5%	-20.1	-2.9	-17.2%
O=C(c1ccc(NC2=NC3CS(=O)(=O)CC3S2)cc1)N1CCc2ccccc2C1 (stereo not drawn)	-3.7%	14.5	2.8	-5.3%
CC(=O)Nc1ccccc1OCC(=O)NC(C)c1ccccc1 (stereo not drawn)	4.7%	23.8	.	.
Cc1cc(C(=O)CSc2nc(N)cc(N)n2)c(C)n1-c1cccc(F)c1	0.6%	?	.	.
Cc1cc(C)cc(N(C(=O)CNS(=O)(=O)c2ccccc2)C(C(=O)NCc2ccccc2)c2ccc(C)o2)c1 (stereo not drawn)	-10.7%	?	.	.
O=C(CNC(c1ccccc1)c1ccccc1)Nc1ccc(F)cc1	-0.2%	1.6	.	.
COc1cccc(-n2c(Cc3cc(=O)[nH]c(=O)[nH]3)nnc2SCC(=O)Nc2ccccc2)c1	1.5%	?	5.5	-11.2%
Cc1c(Cl)cccc1NC(=O)CCC(=O)N/N=C/c1ccc[nH]1	-6.6%	-0.6	-2.5	.
O=C(NCc1cccc(C(F)(F)F)c1)C1CCCN(c2ncccn2)C1 (stereo not drawn)	-2.2%	33.3	-1.4	1.6%
C=CCn1c(CCCOc2ccc(Cl)cc2Cl)nnc1SCC(=O)Nc1nccs1	-3.0%	?	5.8	-4.6%
CC(C)(C)C(=O)COC(=O)c1cccc(NC(=O)c2ccco2)c1	-3.6%	6.0	9.7	0.9%
Cc1ccc(C)c(N2CCN(S(=O)(=O)c3ccc4c(c3)CCC(=O)N4)CC2)c1	-4.8%	-13.9	14.5	7.4%
Cc1cc(C)n2nc(SCC(=O)N(C)C)nc2n1	0.7%	?	3.5	-8.2%
